# mcGAS inh = cyclic GMP-AMP synthase inhibitors, mouse, primary biochemical chemiluminescence | Q8C6L5 | inhibition, % at 12.5 µM | AID 1259399, 2018 | 0.15% of 160,000 active | recombinant cGAS, Kinase-Glo ATP depletion luminescence;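 also: 0% = negative control wells and 100% = reference inhibitor with no enzyme activity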
# hcGAS inh = Primary biochemical luminescence assay for human cyclic GMP-AMP synthase inhibitors; Q8N884; recombinant h-cGAS, ATP depletion, Kinase-Glo luminescence; inhibition, % at 12.5 µM; 0.081% of 290,000 active; AID 1259398, 2018;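 also: 0% = vehicle reaction and 100% = reaction without DNA for no activity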
# Target sequence (Q8N884 whole entry, looked up): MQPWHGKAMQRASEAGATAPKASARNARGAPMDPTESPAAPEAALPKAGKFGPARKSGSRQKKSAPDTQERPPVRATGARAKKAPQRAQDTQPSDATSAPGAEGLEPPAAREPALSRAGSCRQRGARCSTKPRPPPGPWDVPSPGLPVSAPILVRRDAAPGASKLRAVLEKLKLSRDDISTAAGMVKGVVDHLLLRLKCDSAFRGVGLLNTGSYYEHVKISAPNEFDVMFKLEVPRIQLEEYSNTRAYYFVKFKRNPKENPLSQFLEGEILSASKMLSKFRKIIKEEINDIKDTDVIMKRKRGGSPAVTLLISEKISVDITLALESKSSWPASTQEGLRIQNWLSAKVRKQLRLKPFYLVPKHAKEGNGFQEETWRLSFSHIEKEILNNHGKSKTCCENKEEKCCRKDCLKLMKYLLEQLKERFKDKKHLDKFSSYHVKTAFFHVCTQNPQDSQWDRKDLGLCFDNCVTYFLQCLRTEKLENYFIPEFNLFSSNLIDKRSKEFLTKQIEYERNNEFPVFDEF
# NPYLR7 agonist = agonists of mosquito NPYLR7 receptor, primary screen, cell-based, Aedes aegypti, calcium fluorescence, mosquito biting behavior | HEK293T NPYLR7/Galpha15, GCaMP6s calcium fluorescence | activation, % at 10 µM | 0.15% of 270,000 active; in the data active = activation above about 40%;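 also: 0% = vehicle and 100% = reference agonist at the receptor; some compounds past the cut are filed as inactive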
# * marks the source's active call; other numbers are inactive results; . = no result given; & = joins results of further samples. Rule as the data show it, unless noted: active = inhibition above about 40%; inactive = the rest.
SMILES,mcGAS inh,hcGAS inh,NPYLR7 agonist
COC(=O)c1cc(S(N)(=O)=O)ccc1NC1CCSc2c(F)cccc21 (configuration not stated),-10,-5,11
COC(=O)c1cc(CNC(=O)CCn2cncn2)ccc1OC,.,-8,-4
COc1cccc(CN2CC(C(=O)NCCOc3ccccc3F)CCC2=O)c1 (configuration not stated),.,-9,11
O=C(Cc1ccccc1O)N1CCSCC1c1ccc(Cl)cc1 (configuration not stated),.,-7&-10,4&-3
CNC(=O)[C@@]1(OCc2cccc(C(F)(F)F)c2)CC(OCc2ccccc2C#N)[C@H](O)[C@H](O)C1 (some centres not stated),-7,0,.
CCN(Cc1ccccc1Cl)S(=O)(=O)N1CCC(C(N)=O)CC1,.,-4,1
FC(F)(F)Oc1ccc(-c2nccnc2N[C@H]2CCN(Cc3ccccc3)C2)cc1,1,-1,-2
CC(=O)N1CCC(N2CCN(c3ccncc3F)CC2)CC1,.,-7,15
NC(=S)CC(=O)N1CCOCC1,.,-4,8
CCc1ccc(-c2ccc(NC3CCCC(C)C3C)nn2)cc1S(N)(=O)=O (configuration not stated),-3,3,-9
COc1cc(CNC(=O)CN2CCCc3ccccc32)cc(OC)c1OC,-5,-3,0
O=C1NC(=O)C(=Cc2cccs2)S1,.,18,2
Cn1c(=O)n(Cc2cccc3ccccc23)c(=O)c2c1nc1n2CCN1c1ccccc1,.,5,-4
COc1ccccc1N=Nc1c(-c2ccc([N+](=O)[O-])cc2)[nH]n(-c2ccccc2)c1=O,-5,0,-4
COc1ccc(CN2CCN(Cc3cccc4ncccc34)CC2CCO)c(F)c1 (configuration not stated),.,2&-5,19&14

# A second format for 2 compounds above.
molecule | mcGAS inh | hcGAS inh | NPYLR7 agonist
CNC(=O)[C@@]1(OCc2cccc(C(F)(F)F)c2)CC(OCc2ccccc2C#N)[C@H](O)[C@H](O)C1 (some centres not stated) | -7 | 0 | .
CCN(Cc1ccccc1Cl)S(=O)(=O)N1CCC(C(N)=O)CC1 | . | -4 | 1

# New compounds follow:
SMILES,mcGAS inh,hcGAS inh,NPYLR7 agonist
Cc1onc(-c2ccccc2Cl)c1C(=O)N(C)CCc1ccccn1,-6,-6,-6
COc1ccc(-n2c3c(c(=S)[nH]c2=O)CCC3)cc1OC,-6,-4,1
Cc1ccc(S(=O)(=O)Nc2ccc(Nc3ccc(-n4cccn4)nn3)cc2)cc1C,-9,-6,-4
CCOC(=O)c1cc(-c2ccc(N3CCN(C(=O)Cc4cccs4)CC3)cc2)n(-c2ccccn2)n1,-7,-5,25
Cc1ccc2cc(C(=O)N3CCS(=O)(=O)c4c3c(C)nn4C)[nH]c2c1,.,-7,3
COC[C@H]1C[C@H]2C[C@@H](Oc3ccccn3)[C@H](N3CCN(CC(=O)NC(C)C)CC3)[C@]2(O)CO1,-9,-2,2
Cc1nc(N)sc1C(=O)NCCCc1ccco1,-9,-2,.
Cc1ccccc1CSCC(=O)N1c2ccccc2NC(=O)C1(C)C,-7,-1,7
CC(=NNc1nc2ccccc2s1)c1ccc[nH]1,.,-6,0
CCN(CC1CCCN(CCc2cccc(OC)c2)C1)C(=O)c1ccc(C)s1 (configuration not stated),.,-5,14
C[C@@H](NC(=O)c1ccc(CSc2nnc3ccccn23)cc1)C(C)(C)C,-2,-9,2
COc1ccc(-c2nc(CN3CCN(Cn4nc(-c5ccccc5)n(C)c4=S)CC3)cs2)cc1,.,-13,-1
CCCc1c(C(=O)NCc2ccccn2)cnn1-c1ccccc1Cl,-6,-5,-2
Cc1ccccc1N1CCN(C2CCCN(C(=O)c3cccc(Br)c3)C2)CC1 (configuration not stated),.,1,-3
COc1ccccc1-c1cn2c(NC(=O)C(C)c3ccccc3)cnc2cn1 (configuration not stated),3,6,-4

# Three entries from above, sorted by SMILES length, rising.
SMILES,mcGAS inh,hcGAS inh,NPYLR7 agonist
Cc1ccc2cc(C(=O)N3CCS(=O)(=O)c4c3c(C)nn4C)[nH]c2c1,.,-7,3
COc1ccc(-c2nc(CN3CCN(Cn4nc(-c5ccccc5)n(C)c4=S)CC3)cs2)cc1,.,-13,-1
COC[C@H]1C[C@H]2C[C@@H](Oc3ccccn3)[C@H](N3CCN(CC(=O)NC(C)C)CC3)[C@]2(O)CO1,-9,-2,2

# Continued.
SMILES,mcGAS inh,hcGAS inh,NPYLR7 agonist
Cc1nnc(SCc2cc(=O)[nH]c(N3CCN(C)CC3)n2)s1,-5,-4,0
CC1CSc2ccc(Br)cc2C1=O (configuration not stated),.,-9,10
O=c1oc2cc(Cl)ccc2n1CN1CCCC1c1cccs1 (configuration not stated),.,-9,2
Cc1nc(CNC(=O)c2ccccc2-n2cncn2)nc2c1CCCC2,.,-7,11
COCCOc1nc(-c2ccc(F)cc2)n(-c2ccc(NC(=O)c3cccs3)cc2)n1,-3,-4,-7
COc1ccc(CN2C3CCC2CC(NS(=O)(=O)c2c(C)c(C)cc(C)c2C)C3)c(OC)c1 (configuration not stated),-8,-7,19
CC1(C2CCN(C(=O)Nc3ccc(OCC(F)(F)F)nc3)CC2)OCCO1,-6,-2,-6
O=C(NC1CCN(c2ccccc2C(=O)NCCc2ccccc2)CC1)c1ccccc1Cl,-6,-6,14
NC1CC(=O)N(Cc2cccc3ccccc23)C1 (configuration not stated),.,-1,4
Cc1c(C)n2c3c(=O)n(Cc4ccc(F)cc4)c(=O)n(C)c3nc2n1Cc1ccc(F)cc1,.,-5,-1
CC(=O)Nc1ccc(N=C2NC(=O)/C(=C\c3ccc(C)o3)S2)cc1,.,4,-3
COCCOC(=O)C1=C(C)NC(C)=C(C(=O)OCCOC)C1c1cn(-c2ccccc2)nc1-c1ccccc1,-5,-4,-7
Brc1ccc(-c2csc(-c3ccccc3)n2)cc1,-6,-10,-1
O=C1NCCCC[C@]12C[C@H](CO)[C@H](c1ccccc1)N2S(=O)(=O)c1ccccc1,-6,-7,5
COc1ccc(Nc2nnc(SCC(=O)Nc3c(C)n(C)n(-c4ccccc4)c3=O)s2)cc1,-1,6,0

# A second format for part of the listing above:
SMILES	mcGAS inh	hcGAS inh	NPYLR7 agonist
NC1CC(=O)N(Cc2cccc3ccccc23)C1 (configuration not stated)	.	-1	4
CC1(C2CCN(C(=O)Nc3ccc(OCC(F)(F)F)nc3)CC2)OCCO1	-6	-2	-6
COc1ccc(Nc2nnc(SCC(=O)Nc3c(C)n(C)n(-c4ccccc4)c3=O)s2)cc1	-1	6	0
COCCOc1nc(-c2ccc(F)cc2)n(-c2ccc(NC(=O)c3cccs3)cc2)n1	-3	-4	-7
O=c1oc2cc(Cl)ccc2n1CN1CCCC1c1cccs1 (configuration not stated)	.	-9	2
Brc1ccc(-c2csc(-c3ccccc3)n2)cc1	-6	-10	-1

# Following part
SMILES,mcGAS inh,hcGAS inh,NPYLR7 agonist
C=CCSc1nc2c(c(=O)[nH]1)C(c1ccc(Cl)cc1)C(C(=O)OCC)=C(C)N2 (configuration not stated),.,-7,-3
CC1CN(c2cc(Cl)nc(SCC(=O)N3CCN(Cc4ccc5c(c4)OCO5)CC3)n2)CCN1C(=O)c1ccc(Cl)cc1 (configuration not stated),-4,-8,-6
Cc1ccccc1-c1cc(O)c2c(c1)CN(CCCn1nnnc1C)CCO2,.,2,-2
Cc1nc(CN2CCN(C(=O)C3(c4cccc(F)c4)CCOCC3)CC2)no1,-12,-6,-1
COC(=O)CCS(=O)(=O)Nc1ccc(C)cc1,.,-12,14
Cc1nc(NCCNC(=O)Nc2ccc3c(c2)OCO3)cc(N2CCOCC2)n1,.,4,5
COc1cccc(C(=O)Nc2cc(-c3ccc(OC)nn3)ccc2C)c1,.,4,-1
Cc1nn(C)c(C)c1NC(=O)c1cccc(CN2CC[C@H](O)C2)c1,.,-4,4
CCN(CC)c1onc(-c2ccccc2)c1CN(Cc1ccc(F)cc1)C(=O)c1ccco1,-5,-2,4
CCOC(=O)N1CCN(c2c(NCCCN3CCN(CC)CC3)c(=O)c2=O)CC1,-4,-7,10
Cn1c(Cc2c[nH]c3ccccc23)nnc1SCC(=O)O,.,-3,5
O=c1c(Cl)c(Cl)cnn1-c1ccc(NC2CC2)c(Cl)c1,.,-9,-7
CC(=O)c1cc(CN2CCC(C(=O)Nc3ccc(Oc4ccccc4)nc3)CC2)cs1,-4,0,13
COc1cc(C=NNC(=O)c2sc(N)c(C#N)c2C)c([N+](=O)[O-])cc1OCc1ccccc1,-4,-1,4
Cc1ccc2oc(C(=O)N3CCCC(C(=O)c4nccn4C)C3)c(C)c2c1 (configuration not stated),-8,-6,-1
CCN(CC)C(=O)Oc1ccc2c(ccn2Cc2ccccc2OC(F)(F)F)c1-c1cc(C)cc(C)c1,-10,-9,15
CC(C)N(Cc1nccn1C)C(=O)c1ccc(OC2CCN(Cc3ccccn3)CC2)cc1,-3,-9,-6
O=C1c2ccccc2C(=O)c2c1oc1c3c(ccc21)OCN(CCCn1ccnc1)C3,.,12,2
CC1CN(C(=O)CNC(=O)c2ccc(C(C)(C)C)cc2)CC(C)O1 (configuration not stated),.,-7,-13
Cc1ccccc1NC(=O)CN1CCCN(Cc2ccccc2)CC1,-7,-16,0
N#CC(=CC(Br)=Cc1ccccc1)C(N)=S,0,-1,-2
CCOC(=O)C1CC2(CCOCC2)N2CCC(=O)N12 (configuration not stated),-5,0,5
CC(C)CNC(=O)C1COC2(CCN(C(=O)c3ccc(Cl)c(Cl)c3)CC2)N1C(=O)c1ccco1 (configuration not stated),-5,-4,-3
CC1(C)O[C@@H]2C[C@@](OCc3cccc(F)c3)(C(=O)NCCCn3ccnc3)CC(OCc3ccccc3C#N)[C@@H]2O1 (some centres not stated),-5,-7,-5
CC(C)c1cc(C(C)C)n(C2CCN(C(=O)c3cccc(OC(F)F)c3)CC2)n1,3,8,-1
O=C1OCCC1Sc1nccn1C1CC1 (configuration not stated),.,-10,-5
CCC(C(=O)NCCOC)n1c(=O)n(-c2ccccc2F)c(=O)c2ccccc21 (configuration not stated),-4,-6,17
O=C(NCc1cn2ccsc2n1)C1CC1c1ccccc1C(F)(F)F (configuration not stated),-9,-4,2
CC(c1ccc(F)cc1)N(C)C(=O)COc1ccc(CC(=O)O)cc1 (configuration not stated),.,-5,7
CCOC1(OCC)N=C(N)C2(C#N)C(c3ccc(F)cc3)C12C#N (configuration not stated),.,-1,3
CCNC(=O)C1CCN(C(=O)CSc2n[nH]c(CC)n2)C1 (configuration not stated),-17,-4,8
CCCCOc1ccc(C(=O)Oc2coc(CSc3nccn3C)cc2=O)cc1,-5,-6,-5
COc1ccc(-c2cn(CC3CCCN(c4ncccn4)C3)nn2)cc1 (configuration not stated),-10,-7,5
COC(=O)c1cc(NC(=O)Cn2nnc(-c3ccccc3)n2)cc(C(=O)OC)c1,-7,-8,-3
CCOC(=O)Cn1c(=O)c2c(nc3n2CC(C)CN3CCc2ccccc2)n(C)c1=O (configuration not stated),-8,-6,5
Cc1ccccc1CSc1nc(Oc2ccccc2Cl)cc(C(F)(F)F)n1,3,3,3
N#Cc1cc2nnn(-c3ccccc3)c2cc1C#N,.,-7,8
CCCNc1nc(Nc2ccc(OCC)cc2)c2cnn(-c3ccccc3)c2n1,-9,-6,1
CC(c1ccccc1)N1CCC(NCc2ccncc2)C1 (configuration not stated),-10,-13,10
O=C(c1csc(-c2cccs2)n1)N1CCC2(CC1)NCCNC2=O,.,1,4
CC(C)(C)C(=O)C=C1NC(=O)CS1,-7,-7,9
CC(C)Oc1nc(-c2cccc(C(F)(F)F)c2)n(-c2ccc(NC(=O)C3C[C@H]3c3ccccc3)cc2)n1 (some centres not stated),-9,-4,.
O=C(CSc1nnc(-c2ccc(Cl)cc2)n1-c1ccccc1)N/N=C\c1ccco1,-6,-8,7
COc1cc(C)c(S(=O)(=O)N(C)C2CCC(CO)CC2)cc1OC (configuration not stated),.,5,-6
CN(C)c1ccc(C(=O)N2CCN(c3cccc(Cl)c3)CC2)cc1,.,-3,2
O=C(Nc1ccc(NC(=O)C2CC23CCC3)cc1)C1CC12CCC2 (configuration not stated),.,-4,0
O=c1cc(CSc2nn(-c3ccc(F)cc3)c(=S)s2)c2ccc(O)cc2o1,.,-13,7
C=CCNC(=O)c1cc(Br)ccc1F,.,-10,5
O=C(O)C1CC(=O)N(CCC2=CSC3=NCCCN23)C1 (configuration not stated),.,-9&-7,21&2
CC(O)CN(Cc1ccco1)Cc1c(-c2ccccc2)nn(C)c1Oc1ccccc1F (configuration not stated),-4,-3,-6
CCCc1cc(C(=O)Nc2cc(C)on2)no1,.,-6,-3
Cc1cc2c(SCC(=O)c3ccc(Cl)cc3)ncnc2s1,.,-4,-11
CCn1ncnc1CN1CCCC(c2nnc(CO)n2C)C1 (configuration not stated),-5,-11,.
Cn1c(=O)[nH]c(=O)c2c1nc(SCCO)n2CCCc1ccccc1,.,-1,6
CC(C)(C)S(=O)(=O)c1ccsc1Br,-7,-5,-8
CCCn1cc(NS(=O)(=O)c2ccc(F)cc2Br)ccc1=O,.,-8,5
CC1=NOC(Cc2ccccc2)C(=O)N1Cc1ccc(F)cc1 (configuration not stated),.,1,3
O=C(CNC(=O)N1CC=C(c2cccc3ccccc23)CC1)N1CCCC1,.,-13,8
CC(=O)[C@@]12O[C@](C)(c3ccccc3)O[C@@H]1CC1C3CCC4=CC(=O)CC[C@]4(C)C3CC[C@@]12C (some centres not stated),.,1,-8
COc1ccc(CNC(=O)NC2CCCc3c2cnn3C)cc1 (configuration not stated),.,-5,4
